RNase H inhibition = RNase H inhibition, HIV 1 Gag Pol polyprotein, FRET biochemical assay, screening (AID 372); HIV-1 RT RNase H, FRET RNA/DNA substrate fluorescence; higher % means a stronger effect; one-dose inhibition, % at 10 µM; IC50 in µM for titrated hits; 100,000 tested, 0.77% active; in the data active = inhibition above about 50%
* hit, by the source's call.

The opening 7 records, to show the layout:
What do the screens show for `CC1CCN(C(=O)c2ccc(N3C(=O)C4C5C=CC(C5)C4C3=O)cc2)CC1` (stereo not drawn)?
RNase H inhibition: 11%

How did Cn1c(-c2cc(Br)ccc2O)[n+](C)c2ccccc21 do in these assays?
RNase H inhibition: 6%

What do the screens show for `COc1ccc(CN2CCN(Cc3ccc(SC)cc3)CC2)c(OC)c1`?
RNase H inhibition: 6%

How did O=C(NCc1ccccc1)NC(=O)c1ccccc1F do in these assays?
RNase H inhibition: 0%

Results for CN(C)CCNC(=O)c1cccc(Br)c1 ?
RNase H inhibition: 8%

How did CC(=O)n1cc(/C=C2\C(=O)NC(=S)N(Cc3ccccc3)C2=O)c2ccccc21 do in these assays?
RNase H inhibition: 8%

What do the screens show for `O=C(Nc1cccc([N+](=O)[O-])c1)C1CC1(c1ccccc1)c1ccccc1` (stereo not drawn)?
RNase H inhibition: 4%

All compounds of this part, from the first entry:
What do the screens show for `CC1CCN(C(=O)c2ccc(N3C(=O)C4C5C=CC(C5)C4C3=O)cc2)CC1` (stereo not drawn)?
RNase H inhibition: 11%

How did Cn1c(-c2cc(Br)ccc2O)[n+](C)c2ccccc21 do in these assays?
RNase H inhibition: 6%

What do the screens show for `COc1ccc(CN2CCN(Cc3ccc(SC)cc3)CC2)c(OC)c1`?
RNase H inhibition: 6%

How did O=C(NCc1ccccc1)NC(=O)c1ccccc1F do in these assays?
RNase H inhibition: 0%

Results for CN(C)CCNC(=O)c1cccc(Br)c1 ?
RNase H inhibition: 8%

How did CC(=O)n1cc(/C=C2\C(=O)NC(=S)N(Cc3ccccc3)C2=O)c2ccccc21 do in these assays?
RNase H inhibition: 8%

What do the screens show for `O=C(Nc1cccc([N+](=O)[O-])c1)C1CC1(c1ccccc1)c1ccccc1` (stereo not drawn)?
RNase H inhibition: 4%

How did O=C(N/N=C/c1nc2ccccc2[nH]1)c1ccccc1Cl do in these assays?
RNase H inhibition: 6%

What do the screens show for `N#C/C(=C\c1ccc(-c2cccc(Cl)c2Cl)o1)c1nc2ccccc2[nH]1`?
RNase H inhibition: 15%

What do the screens show for `Cc1cccc(OCCCCCN2CCCCC2)c1C`?
RNase H inhibition: 28%

Retrieved by compound from the list above (2):
What do the screens show for `COc1ccc(CN2CCN(Cc3ccc(SC)cc3)CC2)c(OC)c1`?
RNase H inhibition: 6%

What do the screens show for `CC1CCN(C(=O)c2ccc(N3C(=O)C4C5C=CC(C5)C4C3=O)cc2)CC1` (stereo not drawn)?
RNase H inhibition: 11%

Next section.
How did COc1ccc(C(=O)NC(Nc2cccc(Cl)c2)C(Cl)(Cl)Cl)cc1 (stereo not drawn) do in these assays?
RNase H inhibition: 16%

What do the screens show for `COc1cc(NC(=O)Cc2ccc(OC)c(OC)c2)cc(OC)c1`?
RNase H inhibition: 15%

Results for COc1ccc(C(=O)Nc2ccc(C)cc2Br)cc1 ?
RNase H inhibition: 2%

What do the screens show for `O=C(/C=C/c1ccccc1Cl)NC1CCS(=O)(=O)C1` (stereo not drawn)?
RNase H inhibition: 0%

How did COC(=O)c1ccc(NC(=O)C2C3C=CC(C4CC34)C2C(=O)O)cc1 (stereo not drawn) do in these assays?
RNase H inhibition: 1%

How did O=C(NN1C(=O)CSC1=S)c1ccncc1 do in these assays?
RNase H inhibition: 6%

What do the screens show for `Cc1cccc(OCCCCCCN2CCCCC2)c1`?
RNase H inhibition: 9%

Results for Nc1c(C(=O)O)nnn1Cc1ccccc1 ?
RNase H inhibition: 13%

What do the screens show for `O=C(O)c1cccc(NC2=C(Cl)C(=O)N(c3ccc(Cl)cc3)C2=O)c1`?
RNase H inhibition: 0%

How did COc1ccccc1/C=N/NC(=O)c1cc(C2CC2)[nH]n1 do in these assays?
RNase H inhibition: 0%

Results for Cc1ccc(OCC(=O)Nc2ccc(F)cc2)cc1 ?
RNase H inhibition: 0%

What do the screens show for `CC(C(=O)O)n1nnc(-c2ccccc2)n1` (stereo not drawn)?
RNase H inhibition: 2%

How did Cc1ccc(S(=O)(=O)/N=C(\N)NC#N)cc1 do in these assays?
RNase H inhibition: 0%

How did CCOc1ccc(C(=O)N2CCN(c3ccc([N+](=O)[O-])cc3)CC2)cc1Cl do in these assays?
RNase H inhibition: 7%

What do the screens show for `CC(C)Nc1c(Cl)c(Cl)c(Cl)c2c1C(=O)c1ccccc1C2=O`?
RNase H inhibition: 23%

Results for Cc1ccccc1NC(=O)C(=O)NCc1ccccn1 ?
RNase H inhibition: 9%

What do the screens show for `O=c1oc2ccc([N+](=O)[O-])cc2cc1-c1nc(-c2ccc(Br)cc2)cs1`?
RNase H inhibition: 2%

What do the screens show for `O=C(N/N=C/c1cccc(Br)c1)c1cnccn1`?
RNase H inhibition: 0%

How did O=C1c2ccccc2C(=O)N1c1ccc(S(=O)(=O)NCCO)c2ccccc12 do in these assays?
RNase H inhibition: 5%

Results for CCCOc1nc(-c2ccccc2)cc(-c2ccccc2)n1 ?
RNase H inhibition: 1%

What do the screens show for `N=C1/C(=C/c2ccc(F)cc2)C(=O)N=C2SC(c3ccccc3)=NN12`?
RNase H inhibition: 8%

How did CC(=O)Nc1ccccc1NC(=O)/C=C/c1ccccc1 do in these assays?
RNase H inhibition: 0%

How did O=C(Cn1cc(Br)c(=O)n(CC(=O)NCc2ccccc2)c1=O)NCc1ccccc1 do in these assays?
RNase H inhibition: 3%

What do the screens show for `Cc1c(C(=O)Nc2ccc3oc(-c4ccc(Cl)c(Cl)c4)nc3c2)cccc1[N+](=O)[O-]`?
RNase H inhibition: 10%

What do the screens show for `CN(C)C=Nc1c(Br)cc(Br)c2nonc12`?
RNase H inhibition: 5%

How did CC1=C(C(=O)OC2CCCC2)C(c2cccc(F)c2)C2=C(CC(C)(C)CC2=O)N1 (stereo not drawn) do in these assays?
RNase H inhibition: 11%

Results for O=[N+]([O-])c1ccc(Cl)c(C=Nc2ccc(N=Cc3cc([N+](=O)[O-])ccc3Cl)cc2)c1 ?
RNase H inhibition: 4%

Results for Cc1ccc(C2CC(=O)NC(SCc3ccccc3)=C2C#N)s1 (stereo not drawn) ?
RNase H inhibition: 0%

What do the screens show for `O=C(COC(=O)c1cc(-c2ccccc2)nc2ccc(Cl)cc12)c1ccccc1`?
RNase H inhibition: 9%

Results for COc1cc(CN2CCN(Cc3ccc(C)cc3C)CC2)cc(OC)c1OC ?
RNase H inhibition: 6%

What do the screens show for `CCCOC(=O)C1=C(C)NC2=C(C(=O)CC(c3ccccc3)C2)C1c1ccc(CC)cc1` (stereo not drawn)?
RNase H inhibition: 11%

How did CCOc1cccc(NC(=O)/C(C#N)=C\c2ccc(OCC(=O)OC)c(OC)c2)c1 do in these assays?
RNase H inhibition: 4%

How did NS(=O)(=O)c1ccc(NC(=O)Cc2cccc3ccccc23)cc1 do in these assays?
RNase H inhibition: 10%

Results for COc1ccc(-c2noc(-c3ccc(OC)cc3)n2)cc1 ?
RNase H inhibition: 0%

Results for CCOC(=O)C1=C(C)N=c2s/c(=C\c3ccccc3Cl)c(=O)n2C1c1ccc(OC(C)=O)cc1 (stereo not drawn) ?
RNase H inhibition: 8%

Results for COc1cc(/C=C(\C#N)c2nc(-c3ccc(Cl)cc3Cl)cs2)ccc1O ?
RNase H inhibition: 42%

Results for CCOC(=O)c1c(NC(=O)c2ccc(Br)cc2)sc(C(=O)Nc2ccccc2)c1C ?
RNase H inhibition: 8%

Results for Cc1ccc2nc(-c3cccc(NC(=O)c4ccc5ccccc5c4)c3)oc2c1 ?
RNase H inhibition: 38%

What do the screens show for `COc1ccccc1N=C(C)C1=C(O)COC1=O`?
RNase H inhibition: 7%

What do the screens show for `COc1cccc(C(=O)N2CCN(Cc3ccco3)CC2)c1`?
RNase H inhibition: 4%

Results for COc1ccc(/C=C/C(=O)NC(=S)Nc2ccc(C(C)=O)cc2)cc1OC ?
RNase H inhibition: 5%

How did COc1cccc(NC(=O)Nc2nnc(COc3ccc([N+](=O)[O-])cc3)s2)c1 do in these assays?
RNase H inhibition: 0%

How did CCOc1ccc(N(CC(=O)Nc2ccc(OC)cc2OC)S(C)(=O)=O)cc1 do in these assays?
RNase H inhibition: 8%

How did CCCC(=O)NC(NC(=S)Nc1cccc(C)c1)C(Cl)(Cl)Cl (stereo not drawn) do in these assays?
RNase H inhibition: 0%

What do the screens show for `O=S(=O)(N=Nc1c(O)[nH]c2ccccc12)c1ccc2ccccc2c1`?
RNase H inhibition: 10%

What do the screens show for `O=C(Nc1ccc(NC(=O)c2ccc(Cl)c([N+](=O)[O-])c2)cc1)c1ccccc1`?
RNase H inhibition: 21%

How did CCOC(=O)c1c(C)n(-c2ccc(C)cc2)c2ccc(Oc3ncccc3C#N)cc12 do in these assays?
RNase H inhibition: 16%

How did COc1cc(CN2CCN(Cc3ccccc3Br)CC2)c([N+](=O)[O-])cc1OC do in these assays?
RNase H inhibition: 12%

What do the screens show for `Cc1ccc(-c2nnc(-c3ccc(F)cc3)o2)cc1`?
RNase H inhibition: 11%

Results for CCOC(=O)C1=C(C)NC(=S)NC1c1ccc(C(=O)O)cc1 (stereo not drawn) ?
RNase H inhibition: 0%

Results for CCCCOC(=O)c1ccc(NC(=O)c2cccc(OCCC)c2)cc1 ?
RNase H inhibition: 11%

Results for Cc1ccc(CNC(=O)CCCOc2ccc(Cl)cc2Cl)cc1 ?
RNase H inhibition: 0%

How did COc1ccc(S(=O)(=O)N(CC(=O)Nc2ccc(C)c(Cl)c2)Cc2ccccc2)cc1 do in these assays?
RNase H inhibition: 16%

How did Cc1cc(C)n(C(=O)CNC(=O)c2ccc(F)cc2)n1 do in these assays?
RNase H inhibition: 0%

Results for Nc1nnc(C(c2ccccc2)c2ccccc2)s1 ?
RNase H inhibition: 3%

How did CC/C(=C\c1sc2ccc(Cl)cc2[n+]1CCCS(=O)(=O)[O-])SC do in these assays?
RNase H inhibition: 17%

What do the screens show for `OC(COc1ccc2ccccc2c1)CN1CCN(CC(O)COc2ccc3ccccc3c2)CC1` (stereo not drawn)?
RNase H inhibition: 11%

Results for O=C(O)CCC(=O)Nc1cccc(-c2nc3ccccc3o2)c1 ?
RNase H inhibition: 0%

How did CCOC(=O)C1=C(C)N=c2s/c(=C\c3ccc([N+](=O)[O-])o3)c(=O)n2C1c1ccccc1Cl (stereo not drawn) do in these assays?
RNase H inhibition: 15%

How did CC1=CC(=O)C(n2nnc([N+](=O)[O-])n2)C(c2ccccc2)C1 (stereo not drawn) do in these assays?
RNase H inhibition: 10%

Results for C[n+]1ccc(-c2ncc(-c3ccc(F)cc3)o2)cc1 ?
RNase H inhibition: 9%

Results for O=C(NCCc1c[nH]c2ccccc12)c1cccs1 ?
RNase H inhibition: 0%

What do the screens show for `Cc1ccc2oc(-c3cc(NC(=O)c4sc5ccccc5c4Cl)ccc3Cl)nc2c1`?
RNase H inhibition: 8%

Results for O=C(Nc1ccc(Cl)cn1)C(Sc1ccccc1)c1ccccc1 (stereo not drawn) ?
RNase H inhibition: 16%

How did CCOC(=O)N1CC(=O)Nc2ccc(Br)cc2C1c1ccccc1 (stereo not drawn) do in these assays?
RNase H inhibition: 6%

How did O=C(NC(=S)Nc1ccc2c3c(cccc13)CC2)c1ccccc1F do in these assays?
RNase H inhibition: 11%

How did CCOc1cccc(-c2cc(C(=O)Nc3ccccn3)c3ccccc3n2)c1 do in these assays?
RNase H inhibition: 18%

What do the screens show for `CC(C)NC(=O)NCC12CC3CC(C1)CC(CNC(=O)NC(C)C)(C3)C2`?
RNase H inhibition: 20%

Results for COc1cc(C2C(C(=O)OC(C)C)=C(C)NC3=C2C(=O)CC(c2ccc(Cl)cc2)C3)ccc1O (stereo not drawn) ?
RNase H inhibition: 20%

Results for O=C1OC(c2ccccc2)=C/C1=C/c1ccc(-c2ccc([N+](=O)[O-])cc2)o1 ?
RNase H inhibition: 28%

How did CC(=O)NC1(C(Cl)(Cl)Cl)Oc2ccccc2O1 do in these assays?
RNase H inhibition: 13%

How did CCSCCOC(=O)C1=C(C)NC2=C(C(=O)CC(C)(C)C2)C1c1ccccc1F (stereo not drawn) do in these assays?
RNase H inhibition: 11%

What do the screens show for `CCOC(=O)C(=O)C1CCc2c([nH]c3ccc(C)cc23)C1=O` (stereo not drawn)?
RNase H inhibition: 5%

Results for CCOCCOC(=O)c1ccc(NC(=O)c2ccccc2C)cc1 ?
RNase H inhibition: 7%

What do the screens show for `CS(=O)(=O)N(CC(=O)N1CCOCC1)c1ccccc1Cl`?
RNase H inhibition: 28%

How did CSCCC(NC(=O)c1cc(C(C)(C)C)oc1C)C(=O)O (stereo not drawn) do in these assays?
RNase H inhibition: 3%

What do the screens show for `O=C(Nc1ccc2c(c1)OCO2)c1ccc([N+](=O)[O-])cc1`?
RNase H inhibition: 6%

Results for CCOc1ccccc1NC(=O)C(C)CC (stereo not drawn) ?
RNase H inhibition: 9%

What do the screens show for `NS(=O)(=O)c1ccc(NC(=O)/C=C/c2ccccc2)cc1`?
RNase H inhibition: 3%

How did C=CCc1ccccc1OCCCOc1cccc(OC)c1 do in these assays?
RNase H inhibition: 12%

What do the screens show for `COC(=O)C1(C(=O)OC)C(CC(C)C)C1(C(=O)OC)C(=O)OC`?
RNase H inhibition: 0%

How did CC(NS(=O)(=O)c1ccc(F)cc1)C1C2CC3CC(C2)CC1C3 (stereo not drawn) do in these assays?
RNase H inhibition: 25%

Results for N#Cc1cc2c(nc1SCC(=O)Nc1ccc(S(N)(=O)=O)cc1)CCCCC2 ?
RNase H inhibition: 35%

How did O=C(/C=C/c1ccncc1)c1ccc(C(=O)/C=C/c2ccncc2)cc1 do in these assays?
RNase H inhibition: 8%

Results for O/N=C(\c1ccc(Cl)cc1)c1cc2ccccc2o1 ?
RNase H inhibition: 13%

How did Cc1ccc(/C(O)=C2\C(=O)C(=O)N(C)C2c2ccccc2)cc1 (stereo not drawn) do in these assays?
RNase H inhibition: 8%

Bioassay records (PubChem BioAssay)

This is a subset; the hit share may differ from the screen's.
